NALP3 yeast inh: blocks the NALP3 inflammasome reconstituted in yeast; 330,000 compounds, 0.39% hits; Yeast reconstituted NLRP3/ASC/caspase-1, beta-gal luminescence, 24 h; inhibition, % at 10 µM;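 active = inhibition of 50% or more; inactive = inhibition below 50%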;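 also: plate controls were induced DMSO wells for no effect and uninduced yeast grown without galactose for full effect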
ATG4B inhibitor: ATG4B (human) cysteine protease inhibition; Q9Y4P1; ATG4B cleavage of LC3-PLA2, NBD-HPC fluorescence, 1 h; inhibition, % at 8.33 µM; 340,000 compounds, 0.51% hits; AID 504462; in the data active = inhibition above about 40%
Target sequence (Q9Y4P1 whole entry, looked up): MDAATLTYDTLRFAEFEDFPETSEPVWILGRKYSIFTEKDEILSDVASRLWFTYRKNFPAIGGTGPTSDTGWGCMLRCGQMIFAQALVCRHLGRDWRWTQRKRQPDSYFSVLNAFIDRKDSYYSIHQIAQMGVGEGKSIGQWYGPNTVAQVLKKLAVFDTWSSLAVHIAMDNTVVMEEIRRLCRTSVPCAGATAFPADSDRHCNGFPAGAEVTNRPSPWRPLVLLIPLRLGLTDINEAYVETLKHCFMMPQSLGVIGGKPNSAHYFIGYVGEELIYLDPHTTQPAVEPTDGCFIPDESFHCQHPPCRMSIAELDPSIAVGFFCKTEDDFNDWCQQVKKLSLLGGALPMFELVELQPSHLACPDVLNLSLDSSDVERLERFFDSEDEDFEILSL
mIAP block: mouse IAP inhibition; purified mouse IAP, CDP-Star luminescence, 30 min; 330,000 compounds, 0.2% hits; inhibition, % at 10 µM;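 active = inhibition of at least 40% at 10 µM in the primary screen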;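 also: plate controls were DMSO with enzyme for no effect and no enzyme wells for full effect; values of inactives mirror those of a sister screen read the other way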
mIAP act: increases mouse intestinal alkaline phosphatase activity. muIAP, CDP-Star luminescence, 30 min; hits give high values; 1 = vehicle-only enzyme signal, 0 = enzyme-free wells. activation factor at 10 µM. 330,000 compounds, 0.24% hits. AID 2805;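 active = activation factor of at least 2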; also: the source names both 10 and 20 µM as test concentration; values of inactives mirror those of a sister screen read the other way
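Assay system: mouse IAP enzyme / Compound: DMSO-dissolved test compounds / Timing: 30 min, room temperature / Measured by: luminescence from enzymatic CDP-Star hydrolysis / Control set: DMSO-only wells, enzyme-free buffer wells as negative control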
Apaf-1 inh: human Apaf-1 inhibition; inhibition, % at 20 µM; reconstituted apoptosome caspase-3 activity, DEVD-Rh110 fluorescence; AID 489030; O14727; 330,000 compounds, 0.71% hits; active = inhibition of at least 40% at 20 µM;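 also: plate controls were DMSO wells for no effect and DEVD-CHO caspase inhibitor wells for full effect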
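System: Apoptosome proteins | Medium: Hepes pH 7.5 with detergent and BSA | Also added: Cytochrome c trigger plus (Z-DEVD)2-Rh110 caspase-3 substrate | Incubation: 30 min compound preincubation, 50 min activation, room temperature | Detection: Rhodamine 110 fluorescence at Ex 480/Em 540 nm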
tim10-1 inh: tim10-1 yeast growth inhibition; S. cerevisiae tim10-1 ts strain growth, BacTiter-Glo, 24 h; inhibition, % at 20 µM; 330,000 compounds, 2.2% hits;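 active = inhibition of at least 40%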;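 also: mutant grown at 25 °C; 0% = DMSO wells with yeast and 100% = wells holding no yeast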
hIAP act: increases human intestinal alkaline phosphatase activity. activation factor at 10 µM. purified human IAP, CDP-Star luminescence, 30 min; hits give high values; 1 = vehicle-only enzyme, 0 = enzyme-free background. AID 2524. P09923. 330,000 compounds, 0.16% hits;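 active = activation factor of the enzyme at least 2-fold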; also: the source names both 10 and 20 µM as test concentration; values of inactives mirror those of a sister screen read the other way
Target sequence (P09923 whole entry, looked up): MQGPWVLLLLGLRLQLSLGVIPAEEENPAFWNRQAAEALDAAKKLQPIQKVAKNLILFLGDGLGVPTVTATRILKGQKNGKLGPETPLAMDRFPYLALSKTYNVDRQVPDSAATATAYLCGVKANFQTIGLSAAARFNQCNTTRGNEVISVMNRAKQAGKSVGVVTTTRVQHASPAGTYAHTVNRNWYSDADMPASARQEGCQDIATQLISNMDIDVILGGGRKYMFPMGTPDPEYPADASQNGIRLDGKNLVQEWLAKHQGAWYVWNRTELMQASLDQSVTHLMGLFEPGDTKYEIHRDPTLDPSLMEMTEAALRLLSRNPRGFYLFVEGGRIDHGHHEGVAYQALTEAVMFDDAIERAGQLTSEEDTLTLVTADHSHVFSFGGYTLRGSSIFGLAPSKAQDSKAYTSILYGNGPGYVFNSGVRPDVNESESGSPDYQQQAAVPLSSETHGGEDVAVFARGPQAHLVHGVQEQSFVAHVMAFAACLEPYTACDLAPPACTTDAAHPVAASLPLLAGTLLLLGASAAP
hIAP block: blocks human intestinal alkaline phosphatase | AID 2544 | P09923 | purified IAP, CDP-Star luminescence, 30 min | inhibition, % at 10 µM | 330,000 compounds, 0.12% hits;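 active = inhibition reaching a set limit with compound at 10 µM in the primary screen, cut at about 35% in these data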;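 also: plate controls were DMSO wells with enzyme for no effect and no-enzyme buffer wells for full effect; values of inactives mirror those of a sister screen read the other way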
TIM10 inh: growth inhibitors of TIM10 yeast strain. S. cerevisiae TIM10 strain growth, BacTiter-Glo luminescence, 24 h. inhibition, % at 10 µM. 330,000 compounds, 1.4% hits. AID 463195;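 active = inhibition of 40% or more at the single tested concentration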;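 also: wild-type TIM10 isogenic control strain grown at permissive 25 °C; 0% = DMSO yeast wells and 100% = minimal medium wells without yeast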
* = called active by the depositor.

SMILES	NALP3 yeast inh	ATG4B inhibitor	mIAP block	mIAP act	Apaf-1 inh	tim10-1 inh	hIAP act	hIAP block	TIM10 inh
CCCCc1cc(=O)oc2cc(OC3CCCCC3=O)ccc12 (centres undefined)	5	-5	0	1	8	-5	1.1	-5	-13
Cc1occc1C(=O)NCCc1ccc(Cl)cc1	9	-4	2	0.98	-5	9	0.83	17	-8
CC(C)(C)c1ccc(-c2nc3n(c(=O)c2C#N)CCS3)cc1	-13	-4	5	0.95	14	-29	0.92	8	12
Cc1cccc(NC(=O)CN(C)S(=O)(=O)c2cccc3cccnc23)c1C	6	-10	6	0.94	-164	15	1	-3	4
CCC(=O)N(Cc1cc2cc(OC)ccc2[nH]c1=O)c1cc(C)ccc1C	10	-17	5	0.95	9	6	1	-1	0
COC(=O)C1=C(C)N(c2ccc(C)cc2)/C(=C/c2ccc(O)cc2)C1=O	20	1	9	0.91	9	16	0.98	2	6
O=C1c2ccccc2C(=O)N1CCOc1ccc(F)cc1	32	11	4	0.96	-8	-4	0.78	22	-5
O=C(c1cnn(C(=O)c2ccco2)c1)c1cc(Cl)cc(Cl)c1O	14	20	-9	1.1	14	-4	1.1	-8	-6
COc1c(C(=O)NNC(=O)c2ccccc2)csc1Br	17	-4	12	0.88	-7	-32	0.84	16	-4
CC(=O)NC12CC3CC(C1)CC(C(=O)OCC(=O)c1cc(C)n(C)c1C)(C3)C2	4	23	5	0.95	2	5	1	0	2
COC(=O)c1c(NC(=O)CN2CCCc3ccccc32)sc(C)c1C	18	29	4	0.96	18	11	1.1	-8	14
Cc1cccc(N2C(=O)CCC2=O)c1	5	-1	-3	1	0	2	0.94	6	-6
CCN(C(=O)Cn1nnc(-c2ccccc2)n1)C1CCS(=O)(=O)C1 (centres undefined)	14	-6	3	0.97	6	14	1	-2	3
Cc1nc2cc(NC(=O)COc3ccccc3C#N)ccc2n1-c1ccccc1	15	-3	-12	1.1	19	21	1	-4	2
CCNC(=S)Nn1cnc2ccccc21	-6	-5	-5	1.1	-14	13	0.97	3	-5
O=C(NCCn1c(C(F)(F)F)nc2cc(C(F)(F)F)ccc21)[C@H]1CCCN1c1nc(CN2CCCCC2)cs1	-10	3	-11	1.1	11	-14	1.1	-6	-1
Cc1ccc(C)c(-c2nnc(NC(=O)CCS(=O)(=O)c3ccc(F)cc3)o2)c1	-8	0	8	0.92	10	4	1.1	-7	-14
COc1ccc(CN(C)C(=O)CCc2ccc(S(=O)(=O)N3CCCCCC3)cc2)c(OC)c1	6	-14	-8	1.1	31	16	0.85	14	10
COc1ccc(-n2nc(C(=O)NCC(=O)N(C)Cc3ccccc3)c3ccccc3c2=O)cc1OC	21	-20	6	0.94	16	1	0.94	6	17
CC(C)CC(C(=O)OCC(=O)c1c(N)n(C)c(=O)n(C)c1=O)N1C(=O)C2CC=CCC2C1=O (centres undefined)	-2	-14	-4	1	2	12	0.92	8	20
COc1ccc(CCN2CC(C(=O)NCc3cc(C)on3)CCC2=O)cc1 (centres undefined)	8	10	6	0.94	-5	-10	1	0	4
CC1CC(C)CN(S(=O)(=O)c2ccc(C(=O)N(c3ccccn3)C3CCCCC3)cc2)C1 (centres undefined)	15	-3	-3	1	15	-33	1.1	-7	-22
O=C(O)/C=C/C(=O)Nc1ccc2nccnc2c1	-3	0	3	0.97	-4	-13	1.1	-11	8
Cc1ccc(S(=O)(=O)CCC(=O)OC(C)c2nnc(-c3cccs3)o2)cc1 (centres undefined)	6	-12	-4	1	-2	13	1	-4	11
Cc1c(N2C(=O)C(C)SC23C(=O)Nc2ccccc23)c(=O)n(-c2ccccc2)n1C (centres undefined)	12	-8	5	0.95	-3	4	1.1	-9	5
CCN(C1CCCCC1)S(=O)(=O)c1cn(C)c(=O)n(C)c1=O	11	0	-9	1.1	9	20	1.2	-16	-2
COc1cc(NC(=O)CSCC(=O)Nc2cc(OC)cc(OC)c2)cc(OC)c1	-19	-5	-12	1.1	-2	3	0.99	1	2
Cc1ccc(CNCc2ccc3c(c2)OCO3)cc1	19	-6	6	0.94	-4	-5	1	-3	-9
COc1ccc(NC(=O)c2ccc(S(=O)(=O)N(C)c3ccccc3)cc2)cn1	1	-12	7	0.93	-5	9	0.82	18	9
CC(=O)N1N=C(c2ccccc2O)OC1(C)CC(=O)Nc1ccccc1 (centres undefined)	-17	3	-5	1.1	2	0	1.1	-13	-5
CC(=O)c1c(C)[nH]c(C(=O)OCC(=O)N(Cc2ccccc2)C(C)(C)C)c1C	17	-10	-6	1.1	18	25	1	-4	15
CC(=O)Oc1c(C)c(=O)n(C)c2ccccc12	-18	-2	0	1	3	3	0.96	4	-10
O=C(CNC(=O)c1ccccc1)OCc1nnc(-c2ccccc2)o1	9	-4	3	0.97	-6	-27	1.2	-20	-7
CCCC(=O)OCC(=O)Nc1ccc(OC(F)F)cc1	-6	-1	1	0.99	-1	7	0.81	20	-4
COC(=O)c1ccc(Oc2cc(C)nc(Cl)n2)cc1	0	2	6	0.94	4	13	1.1	-12	1
CCn1cc(/C=C(\NC(=O)c2ccccc2)C(=O)N2CCOCC2)c2ccccc21	4	-6	-1	1	-6	18	1.1	-10	4
CCc1cccc2c(C(=O)COC(=O)/C=C/c3ccccc3OC)c[nH]c12	16	12	6	0.94	12	8	0.86	14	16
COc1cccc(-c2nnc(SCc3nc4ccccc4s3)n2C)c1	17	-2	0	1	-4	-4	1.1	-11	9
O=C(NCc1ccc2c(c1)OCO2)c1ccc2c(c1)S(=O)(=O)c1ccccc1C2=O	20	-3	9	0.91	11	15	0.96	4	7
COC(=O)c1cc(S(=O)(=O)NC2CCCCC2)cn1C	4	-4	10	0.91	-17	15	0.94	6	4
CCOC(=O)c1c(C)n(C)c2cc(Br)c(C)cc12	27	-10	9	0.91	16	25	0.93	7	16
Cc1nn(CC(=O)NCCCN2CCOCC2)c(C)c1[N+](=O)[O-]	11	2	-11	1.1	7	5	0.82	18	-19
CCOc1ccc(C(=O)NCC(c2cccs2)N(C)C)cc1OCC (centres undefined)	22	-3	2	0.98	1	19	1	-1	4
Cn1nc(C(=O)Nc2ccc(S(=O)(=O)N3CCCCC3)cc2)ccc1=O	9	-8	2	0.98	5	32	1.1	-6	5
O=C(CNCc1ccccc1Cl)Nc1ccc2c(c1)OCCO2	0	14	-1	1	-7	10	0.99	1	-19

4 entries already listed, arranged by the number in hIAP act, ascending.
SMILES	hIAP act
Cc1nn(CC(=O)NCCCN2CCOCC2)c(C)c1[N+](=O)[O-]	0.82
CCOC(=O)c1c(C)n(C)c2cc(Br)c(C)cc12	0.93
CC(=O)c1c(C)[nH]c(C(=O)OCC(=O)N(Cc2ccccc2)C(C)(C)C)c1C	1
CCn1cc(/C=C(\NC(=O)c2ccccc2)C(=O)N2CCOCC2)c2ccccc21	1.1

Later entries
SMILES	NALP3 yeast inh	ATG4B inhibitor	mIAP block	mIAP act	Apaf-1 inh	tim10-1 inh	hIAP act	hIAP block	TIM10 inh
Cc1ccc(NC(=O)C(=O)NCc2ccco2)c(C)c1	5	0	-10	1.1	0	15	1.1	-13	-7
COc1ccc(-c2[nH]nc3c2C2(C(=O)N(CC(=O)O)c4ccccc42)C(C#N)=C(N)O3)cc1OC (centres undefined)	12	-7	8	0.92	-8	4	0.95	5	5
S=C(Nc1ccc(Cl)cc1)N1CCCCC1	18	-2	-1	1	18	17	0.95	5	-8
CC(C)C(=O)NCCc1nc2ccccc2n1CCc1ccccc1	8	3	-8	1.1	12	25	0.98	2	-15
CCOc1cc(C2Nc3ccccc3NC3=C2C(=O)CC(C)(C)C3)ccc1OC(C)=O (centres undefined)	23	4	4	0.96	-12	-3	0.96	4	2
COc1cccc(C2C=C(Nc3ccccc3)C(=O)N2c2ccccc2)c1 (centres undefined)	12	-12	0	1	30	10	1.1	-13	3
O=C(COC(=O)c1cc(S(=O)(=O)N2CCOCC2)ccc1F)c1ccccc1	9	-7	-13	1.1	-5	10	0.98	2	3
CNS(=O)(=O)c1ccc2c3c(cccc13)C(=O)N2C	17	-6	1	0.99	-19	-2	0.9	10	11
CC(C)Cn1cc(C(=O)N2CCOCC2)c2c3ccccc3n(C)c2c1=O	-2	-8	3	0.97	-9	1	0.69	31	6
O=C(CC1CCCCC1)NCc1ccccn1	7	-1	-2	1	-2	8	2	-96	-2
Cc1cccc(N(C(=O)c2csnn2)C(C(=O)NC(C)(C)C)c2cccs2)c1 (centres undefined)	10	-18	-8	1.1	-4	15	1.1	-14	-2
Cc1ccc(SC[C@H](C)CN2CC[C@H](C)CCC2=O)cc1	20	0	-10	1.1	19	21	0.85	14	12
CC(=O)NC1=NN(C(C)=O)C(c2ccc(C)cc2)S1 (centres undefined)	5	8	-7	1.1	7	19	0.99	1	-16
CC(C)(C)NC(=O)Cn1c(SCC(=O)N2CCCCCC2)nc2ccccc21	9	-3	10	0.9	-12	14	0.9	10	17
CCC(=O)Nc1nc2ccccc2n1Cc1ccccc1C	-10	-4	4	0.96	1	41*	1.4	-35	17
COc1ccc(-c2nc(CS(=O)CC(=O)NC3CCCC3)c(C)o2)cc1 (centres undefined)	4	-9	7	0.93	-4	5	1	-4	-1
CC(Oc1ccccc1F)C(=O)NNC(=O)CC(C)c1ccccc1 (centres undefined)	10	2	-1	1	10	-2	1.7	-66	1
Cc1cccc(C2NS(=O)(=O)N=C2N)c1 (centres undefined)	5	-4	-6	1.1	2	-1	0.92	8	-8
C/C(N)=C(/C#N)C(=O)COC(=O)C1CCN(S(=O)(=O)c2cccs2)CC1	-5	6	0	1	-5	-4	1.2	-25	-8
COc1ccc(CN2CCCCCC2)c(C)c1C	16	-5	6	0.94	4	10	0.95	5	-5
CCOC(=O)[C@H]1[C@H]2COc3ccc(Cl)cc3[C@@H]2N2C(=O)c3ccc(F)cc3NC(=O)[C@@]12C	10	0	-2	1	12	32	0.98	2	-4
Cc1ccc(-c2onc3ccc(C(=O)/C=C/N(C)C)cc23)cc1	2	-9	11	0.89	17	36	0.86	14	22
Cc1nc2ccccc2c2c(N)c3ccccc3n12	21	-15	-4	1	-6	41*	0.88	12	77*
O=C(C1=C[C@H](c2csc3ccccc23)C[C@H](OCCCCO)O1)N1CCN(Cc2ccc3c(c2)OCO3)CC1	20	-26	0	1	34	36	1.1	-11	2
Cc1cc(F)ccc1S(=O)(=O)N1CCCOC1CNC(=O)C(=O)NCc1cccnc1 (centres undefined)	13	-8	0	1	-9	2	0.98	2	-3
CCN(CC)C(=O)C1CCCN(c2ccc([N+](=O)[O-])cc2[N+](=O)[O-])C1 (centres undefined)	4	-1	-6	1.1	7	4	0.84	16	2
O=[N+]([O-])c1cn(Cc2ccc(Cl)cc2)cn1	-3	-4	0	1	-9	-2	1	-4	4
CC(=O)NC(CC(=O)Nc1cc(Cl)ccc1-n1cncn1)c1ccccc1 (centres undefined)	12	-6	-1	1	-2	-6	1	0	3
COc1ccccc1C(CC(=O)N1CCCC1)c1ccc2c(c1)OCO2 (centres undefined)	3	-4	-6	1.1	10	35	1.1	-6	10

Fetched one by one from the entries so far:
SMILES	NALP3 yeast inh	ATG4B inhibitor	mIAP block	mIAP act	Apaf-1 inh	tim10-1 inh	hIAP act	hIAP block	TIM10 inh
Cc1cc(F)ccc1S(=O)(=O)N1CCCOC1CNC(=O)C(=O)NCc1cccnc1 (centres undefined)	13	-8	0	1	-9	2	0.98	2	-3
C/C(N)=C(/C#N)C(=O)COC(=O)C1CCN(S(=O)(=O)c2cccs2)CC1	-5	6	0	1	-5	-4	1.2	-25	-8

Rows were taken by chance. About 4.5% of those tested had a hit in this group.
